MC4R antag cAMP – MC4R antagonists of cAMP signaling, primary screen, cell-based, TR-FRET, antagonist arm of biased-ligand search | MC4R-expressing cells, MTII-stimulated cAMP, LANCE TR-FRET | AID 540295, 2011 | 0.48% of 360,000 active | inhibition, % at 6.5 µM | Melanocortin receptor 4 (Homo sapiens), P32245;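 active = inhibition above its plate's cutoff, the mean of tested wells on that plate plus 3 SD, cut at about 29% in these data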;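 also: 0% = Melanotan II alone and 100% = Melanotan II plus saturating MCL0020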
Target sequence (P32245 whole entry, looked up): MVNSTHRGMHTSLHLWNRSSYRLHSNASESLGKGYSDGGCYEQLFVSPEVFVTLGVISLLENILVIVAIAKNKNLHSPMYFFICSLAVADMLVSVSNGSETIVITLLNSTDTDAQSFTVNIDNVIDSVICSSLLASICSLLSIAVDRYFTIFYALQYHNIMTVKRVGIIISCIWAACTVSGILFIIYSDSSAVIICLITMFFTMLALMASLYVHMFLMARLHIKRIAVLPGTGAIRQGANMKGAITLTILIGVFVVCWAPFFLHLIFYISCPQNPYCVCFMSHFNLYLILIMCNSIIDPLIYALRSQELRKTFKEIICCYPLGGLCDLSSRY
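System: U2OS cells stably expressing human melanocortin 4 receptor (MC4R). Reagent: Melanotan II challenge after compound preincubation. Doses: 6.5 µM. Times: 30-min compound, 1-h challenge, 1-h detection, room temperature. Measured by: TR-FRET with Eu-cAMP and labeled anti-cAMP, 671 nm. Replicates: singlicate.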
HTR2A ag – mouse Htr2a agonists via beta-arrestin recruitment, primary screen, cell-based, luminescence; 5-hydroxytryptamine receptor 2A (Mus musculus), P35363; CHO-K1 mHTR2A beta-arrestin complementation; percent of 30 µM serotonin response; activation, % at 7.6 µM; 0.66% of 360,000 active;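 active = activation above a run cutoff, the mean activation of all tested compounds plus 3 SD, cut at about 14% in these data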;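 also: 0% = plate median of compound wells and 100% = 30 µM serotonin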
Target sequence (P35363 whole entry, looked up): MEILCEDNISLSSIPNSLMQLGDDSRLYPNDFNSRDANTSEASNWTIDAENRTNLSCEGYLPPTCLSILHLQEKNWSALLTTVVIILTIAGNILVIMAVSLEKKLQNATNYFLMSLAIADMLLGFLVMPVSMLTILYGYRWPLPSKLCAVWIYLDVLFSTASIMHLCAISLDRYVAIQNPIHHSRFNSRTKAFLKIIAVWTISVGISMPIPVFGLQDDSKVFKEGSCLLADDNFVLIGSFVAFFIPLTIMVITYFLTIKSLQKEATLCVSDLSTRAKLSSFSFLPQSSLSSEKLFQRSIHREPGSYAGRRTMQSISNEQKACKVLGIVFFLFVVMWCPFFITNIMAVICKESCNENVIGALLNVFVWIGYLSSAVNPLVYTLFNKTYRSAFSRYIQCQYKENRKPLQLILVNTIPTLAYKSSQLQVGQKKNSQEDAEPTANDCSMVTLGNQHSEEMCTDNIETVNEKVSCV
MC4R barr agon – MC4R agonists recruiting beta-arrestin, primary screen, cell-based, luminescence, agonist arm of biased-ligand search; Melanocortin receptor 4 (Homo sapiens), P32245; activation, % at 8.9 µM; AID 540308, 2011; U2OS MC4R beta-arrestin complementation; percent of melanotan II response, DMSO zero; 0.98% of 360,000 active;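 active = activation above a per-plate cutoff, the mean activation of sample wells on that plate plus 3 SD, cut at about 8% in these data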
ABCB6 inh MLPCN – ABCB6 transporter inhibitors, primary screen, K562-ABCB6 cells, flow cytometry, MLPCN library; 0.19% of 360,000 active; K562-ABCB6 porphyrin accumulation, 1 h; hits give low values; AID 602162, 2011; fluorescence ratio to DMSO, % at 10 µM; ATP-binding cassette sub-family B member 6 (Homo sapiens), Q9NP58;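 active = fluorescence ratio to DMSO below 75%, the collection mean minus 3 SD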;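 also: signal is porphyrin accumulated inside mitochondria; 100% equals median channel fluorescence of DMSO control wells; lower ratio means ABCB6 inhibition with less porphyrin fluorescence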
Glyco luc inh – increase of ERlucT glycosylation luciferase signal, primary screen, N-linked glycosylation inhibitor project, D54 ERlucT cells, luminescence, set 2 | D54 ERlucT glycosylation luciferase reporter, 24 h; percent of 100 nM tunicamycin response | reporter increase, % at 12.5 µM | 0.23% of 360,000 active;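 active = mean luciferase reporter signal, scaled so untreated is 0 and the glycosylation-blocking control 100, at or above a set limit in every replicate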;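 also: luciferase carries N-glycosylation sites so blocking glycosylation raises the light; 0% = median of neutral control wells and 100% = median of 100 nM tunicamycin wells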
aDG glyco up – activators of alpha-DG glycosylation, primary screen, uHTS, Pro5-aDG cells, AlphaScreen; 0.22% of 360,000 active; activation, % at 10 µM; alpha-DG glycosylation AlphaScreen (IIH6); 0% Pro5, 100% B10-LARGE cell signal;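 active = activation of at least 8% versus controls, or a plate z-score of at least 8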;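 also: Pro5 are CHO cells carrying HIG-tagged alpha-DG that lacks glycosylation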
hiPSC survival – enhancers of single-cell hiPSC survival, primary screen, ATPlite luminescence; survival enhancement, % at 20 µM; 0.044% of 360,000 active; 100% = ROCK inhibitor wells, 0% = DMSO; in the data active = survival enhancement above about 18%;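 also: cells exposed to compounds for 16 hours before the ATP read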
H9c2 protect – cardioprotection against H2O2-induced cell death, primary screen, uHTS, H9c2 cells, ATPLite luminescence. H9c2 cardiomyocytes, H2O2 injury protection, 2 h. protection from H2O2 cell death, % at 20 µM. 0.63% of 360,000 active;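 active = compounds giving at least 50% protection of heart cells from peroxide-induced death in the single-dose screen, raw or plate-pattern-corrected value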;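 also: 0% = DMSO wells with peroxide and 100% = DMSO wells without peroxide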
Granule exo inh – LAMP-1 surface exposure blockers, TALL-104 cells – cell-based, flow cytometry, MLPCN library, primary screen; TALL-104 LAMP-1 surface exposure; cells stimulated with thapsigargin and PMA; inhibition, % at 10 µM; 0.66% of 360,000 active; AID 651702, 2012;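 active = inhibition above about 55%, limit read from the data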
ABHD5 PLIN5 PPI – ABHD5-PLIN5 interaction inhibitors, primary screen, cell lysate, split luciferase complementation, luminescence. AID 602281, 2012. inhibition, % at 4 µM. 0.78% of 360,000 active. Split G. princeps luciferase complementation, 4 h;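 active = inhibition above the mean inhibition across every tested compound plus 3 SD, cut at about 22% in these data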;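 also: 0% = DMSO only wells and the 100% control is not disclosed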
Starred values were filed as active, the others as inactive; · = not tested or not shown.

SMILES | MC4R antag cAMP | HTR2A ag | MC4R barr agon | ABCB6 inh MLPCN | Glyco luc inh | aDG glyco up | hiPSC survival | H9c2 protect | Granule exo inh | ABHD5 PLIN5 PPI
Cc1cc(C)c(C)c(S(=O)(=O)N[C@@H](C)C(=O)OCc2cc(=O)n3cc(Br)ccc3n2)c1C | 6 | -4 | -0.5 | 166 | 3 | -0.2 | 6.9 | -1 | 7 | 3
O=C(Nc1ccc2nsnc2c1)C1CC1 | 0 | 1 | 1.6 | 101 | -1 | 0.1 | -1.6 | -2 | 1 | 2
O=C(c1ccoc1)N1CCN(c2cc(-c3ccccc3)nc3cc(-c4ccc(Br)cc4)nn23)CC1 | 16 | 6 | 1.8 | 100 | -5 | 0.0 | 3.6 | 14 | -2 | 5
O=[N+]([O-])c1ccc(NN=C(Oc2ccccc2)c2ccc([N+](=O)[O-])cc2)cc1 | -9 | -5 | -0.3 | 125 | -15 | -0.3 | -1.2 | -6 | 0 | -3
COc1ccc(C(CCNCc2ccccc2)c2ccc(F)cc2)cc1 (stereo not drawn) | 3 | -2 | 1.3 | 93 | -11 | 1.9 | -3.7 | -11 | 9 | 8
Cc1ccc(-c2c(C)sc(NC(=O)C3C4CCC(O4)C3C(=O)O)c2C(=O)OC(C)C)cc1 (stereo not drawn) | 0 | -2 | -1.4 | 83 | 1 | -0.1 | 1.4 | 6 | 1 | -5
CCc1nc2c(OCC(=O)C(C)(C)C)cccn2c1N(C)C(=O)COc1ccccc1 | -1 | 2 | -0.8 | 100 | 2 | 0.3 | -0.7 | -1 | -6 | 5
O=[N+]([O-])c1ccc(-c2c(-c3ccccc3)ncc3cc(F)ccc23)cc1 | -4 | 1 | 0.0 | 98 | 4 | 0.6 | -1.1 | -1 | 3 | 1
CSCCC(NS(=O)(=O)c1ccccc1)C(=O)Nc1nccs1 (stereo not drawn) | 7 | 4 | -1.8 | 103 | 2 | 0.1 | -0.4 | 4 | 5 | 7
O=C(c1ccncc1)N(Cc1ccco1)Cc1cc2ccccc2[nH]c1=O | 3 | 2 | -1.2 | 94 | 0 | 0.0 | -2.3 | -2 | -1 | 7
O=C(Nc1cccc(Cl)c1)c1ccc(NCCCN2CCOCC2)c([N+](=O)[O-])c1 | 4 | -9 | 0.9 | 97 | 4 | 1.1 | 3.5 | 15 | 10 | 18
Nc1cc(=O)nc(SCc2ccccc2)n1Cc1ccco1 | 9 | -2 | 0.9 | 98 | 0 | 0.3 | -2.3 | 11 | -2 | -3
O=C(N/N=C/c1cnc(N2CCCCC2)s1)c1ccc(C(F)(F)F)cc1 | 5 | -7 | -1.7 | 98 | 0 | 0.7 | 2.4 | 3 | -2 | -3
O=C([O-])c1ccccc1-[n+]1c(-c2ccccc2)cc(-c2ccccc2)cc1-c1ccccc1 | -1 | 8 | -1.0 | 94 | 2 | 0.1 | -2.9 | -7 | -6 | -8
COc1ccc(-c2nnc(NC(=O)C3CCCO3)s2)cc1 (stereo not drawn) | -3 | 1 | -2.9 | 96 | -1 | 0.3 | -2.7 | -8 | -3 | -2
O=[N+]([O-])c1ccc(OCCCCN2CCCCC2)cc1 | 4 | -4 | 0.3 | 101 | 1 | 0.0 | -0.8 | 5 | -1 | -4
Cc1cccc(N(CC(=O)NC2CC3CCC2C3)S(=O)(=O)c2ccccc2)c1 (stereo not drawn) | 11 | 4 | -1.9 | 99 | -3 | 0.0 | 0.3 | 0 | -9 | -5
COc1cccc(C(O)c2nc(-c3cnn(C)c3)cs2)c1 (stereo not drawn) | -3 | 7 | -1.7 | 96 | 1 | -0.1 | -1.7 | 2 | 2 | 4
Cc1ccc(S(=O)(=O)N2CCCOC2CNC(=O)C(=O)NCc2ccc3c(c2)OCO3)cc1 (stereo not drawn) | 8 | 3 | -2.3 | 99 | -1 | -0.5 | 0.6 | -2 | -1 | 2
O=C(NCc1ccccc1)/C(=C/c1ccco1)NC(=O)c1ccco1 | 6 | -2 | -2.1 | 103 | 0 | -0.1 | 1.1 | 2 | 0 | -12
COc1cccc(-c2nn(C)c3sc(C(=O)NCc4ccc(C)o4)cc23)c1 | 5 | -5 | -1.8 | 93 | 7 | 0.3 | 1.3 | 5 | 0 | 14
CCN(c1cccc(C)c1)S(=O)(=O)c1cnc[nH]1 | 7 | 2 | -1.1 | 98 | 2 | -0.1 | -0.9 | -3 | -2 | -4
C/C(COc1ccccc1)=N\NC(=O)c1nnn(-c2nonc2N)c1CSc1ccccc1 | 8 | 1 | 0.1 | 95 | -2 | -0.1 | 0.4 | 5 | 3 | -2
CSc1nnc(C(C)(C)C)c(=O)n1/N=C/c1ccc(C(C)C)cc1 | 7 | 3 | 0.6 | 96 | 0 | -0.2 | 0.1 | -6 | -16 | 7
O=C(c1cc(-c2ccco2)on1)N1CCN(c2ccccc2)CC1 | -3 | 30* | -0.1 | 101 | 0 | -0.3 | -0.6 | 10 | 6 | 7

Single values from the results shown:
In Granule exo inh, COc1cccc(C(O)c2nc(-c3cnn(C)c3)cs2)c1 (stereo not drawn) is listed with 2
In ABHD5 PLIN5 PPI, O=[N+]([O-])c1ccc(-c2c(-c3ccccc3)ncc3cc(F)ccc23)cc1 is listed with 1

Next part
SMILES | MC4R antag cAMP | HTR2A ag | MC4R barr agon | ABCB6 inh MLPCN | Glyco luc inh | aDG glyco up | hiPSC survival | H9c2 protect | Granule exo inh | ABHD5 PLIN5 PPI
COc1ccc(S(=O)(=O)N2CCOCC2)cc1C(=O)N1CCCC1 | 13 | 4 | 2.2 | 100 | · | 0.0 | -0.3 | -7 | 0 | -3
COc1ccc(/C=C/C(=O)OCC(=O)NC2CCCCC2C)c(OC)c1 (stereo not drawn) | -1 | 0 | 2.1 | 100 | 0 | -0.2 | -0.2 | -6 | -2 | 0
COC(=O)c1cc(CNC(=O)c2sccc2-c2ccccc2)ccc1OC | 8 | 2 | -1.4 | 103 | -3 | 0.6 | -0.5 | 1 | -4 | 0
O=C(NCC1CCCN1S(=O)(=O)c1cccs1)c1cccc(F)c1 (stereo not drawn) | 10 | -2 | -0.5 | 99 | 0 | 0.3 | 0.0 | -2 | 9 | 2
COc1ccc(-n2c(C)cc(SC)c(C(C)=O)c2=S)cc1 | 7 | -2 | -0.4 | 98 | 2 | -0.1 | 0.6 | 5 | 0 | 1
CC(C)CSc1nc2ccccc2n1CC(=O)O | 4 | 3 | 0.7 | 96 | 3 | -0.4 | -1.7 | 4 | -3 | 1
CCCNC(=O)c1ccc(OC)cc1OC | -1 | 7 | 1.9 | 108 | 3 | 2.5 | -1.4 | 0 | -3 | 5
CCCC(=O)Nc1ccc(N2CCN(C(=O)c3ccccc3C)CC2)cc1 | 7 | 3 | 1.2 | 99 | -6 | -0.2 | -2.3 | -6 | -2 | 5
Cc1nnc2n1N=CC=C(c1ccccc1)S2 | -3 | 10 | -0.7 | 100 | -10 | 2.8 | -1.6 | 0 | -2 | 2
COCC(=O)N1C[C@H](C)[C@H](OC)CN(C)C(=O)c2cc(NC(=O)Nc3cccc(F)c3)ccc2OC[C@@H]1C | · | 0 | · | · | · | 0.4 | · | · | 2 | -3
Cc1ccccc1/C=C/C(=O)N1CCOCC1 | -4 | -5 | -4.2 | 94 | 1 | 0.1 | 0.0 | -5 | 2 | 6
N#C/C(=C\c1cn(CCOc2ccccc2)c2ccccc12)C(=O)NCC1CCCO1 (stereo not drawn) | 13 | -6 | -0.4 | 102 | -2 | 2.3 | -1.5 | 50 | 20 | 13
FC(F)(F)Oc1ccccc1C(c1nnnn1Cc1ccccc1)N1CCN(C/C=C/c2ccccc2)CC1 (stereo not drawn) | · | -9 | · | 101 | -9 | -0.2 | -2.9 | -7 | 15 | 3
CC(=O)Nc1ccc(C(=O)CN2CCN(c3ccccc3)CC2)cc1 | 7 | -3 | -0.9 | 92 | 0 | 0.0 | 0.2 | 2 | -2 | -3
CCCNC(=S)NNC(=O)c1cc(C2CC2)nc2ccccc12 | 2 | -12 | -2.2 | 99 | -1 | 0.3 | -0.5 | -5 | -2 | -10
NC(=O)CSc1nnc(Cc2cccs2)n1C1CCCCC1 | 6 | 1 | -2.7 | 96 | 0 | -0.4 | 2.5 | 2 | -1 | 2
CCN(CC)S(=O)(=O)c1cccc(C(=O)OCC(=O)c2ccc3c(c2)OCCO3)c1 | 12 | 1 | 0.3 | 102 | 0 | 0.3 | 1.9 | -15 | -6 | -2
O=C(NCc1ccccc1)C12CC3CC(CC(Cl)(C3)C1)C2 | 16 | -1 | 0.1 | 103 | 1 | 0.0 | -0.2 | -3 | 1 | -6
O=C(NCc1cccnc1)c1ccc(Cn2c(=S)[nH]c3ccc(Br)cc3c2=O)cc1 | 0 | 0 | -0.5 | 97 | 2 | 0.1 | -0.5 | -4 | 0 | 0
Cc1ccc2c(Cl)cc(Cl)c(OCC(=O)Nc3cc(S(=O)(=O)N(C)C)ccc3C)c2n1 | 17 | 1 | -1.3 | 94 | -3 | 0.5 | 0.7 | -20 | 55 | 2
Clc1ccc(CSc2nnc(-c3c[nH]c4ccccc34)o2)cc1 | 9 | 2 | 8.6* | 94 | 1 | -0.1 | -1.7 | -4 | 6 | -2
Cc1cccc(CSc2ccc(S(=O)(=O)N3CCCC3)cn2)c1 | 13 | -7 | -0.3 | 97 | -1 | 0.7 | 0.4 | -8 | 2 | -4
O=C(NN1C(=O)C2CC=C(Cl)CC2C1=O)c1ccncc1 (stereo not drawn) | -6 | 8 | -0.8 | 95 | 0 | 0.0 | -0.3 | -4 | 0 | 2
COCCNC(=O)c1ccccc1NC(=O)Nc1ccccc1 | 31* | -1 | -0.3 | 102 | 0 | 0.0 | -0.3 | 4 | -1 | -3
Cc1cc(N2CCOCC2)nc(N2CCOCC2)c1C#N | -9 | -1 | -1.0 | 101 | 3 | 0.4 | -0.1 | -2 | 1 | 0
Cc1cc(NC(=O)COC(=O)COc2ccc(C(=O)c3ccccc3)cc2)no1 | 11 | -2 | -0.6 | 105 | 1 | -0.1 | 1.9 | 10 | -3 | 4
Cc1ccc(-c2nn(Cc3ccccc3)cc2/C=C/C(=O)O)cc1C | 3 | 4 | -0.5 | 109 | 1 | -0.4 | 0.5 | 1 | -2 | -8
C=CCn1c(C)cc(-c2csc(NC(=O)C3=COCCO3)n2)c1C | 2 | -14 | -2.2 | 108 | -7 | 1.7 | -0.3 | -6 | 3 | 2

Screening data: PubChem BioAssay, several laboratories
